Compound activity as filed in PubChem BioAssay.
FECH block: inhibitors of human ferrochelatase, primary screen, biochemical, purified FECH, Ni-mesoporphyrin absorbance | Ni-mesoporphyrin absorbance 550 nm | Ferrochelatase, mitochondrial (Homo sapiens), P22830 | calls only at 10 µM (by protocol) | 3.3% of 20,000 active;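 active means enzyme reaction rate more than 3 SD below the solvent-only control wells on the same plate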;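 further: lower slope than DMSO wells means FECH inhibition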
Target sequence (P22830 whole entry, looked up): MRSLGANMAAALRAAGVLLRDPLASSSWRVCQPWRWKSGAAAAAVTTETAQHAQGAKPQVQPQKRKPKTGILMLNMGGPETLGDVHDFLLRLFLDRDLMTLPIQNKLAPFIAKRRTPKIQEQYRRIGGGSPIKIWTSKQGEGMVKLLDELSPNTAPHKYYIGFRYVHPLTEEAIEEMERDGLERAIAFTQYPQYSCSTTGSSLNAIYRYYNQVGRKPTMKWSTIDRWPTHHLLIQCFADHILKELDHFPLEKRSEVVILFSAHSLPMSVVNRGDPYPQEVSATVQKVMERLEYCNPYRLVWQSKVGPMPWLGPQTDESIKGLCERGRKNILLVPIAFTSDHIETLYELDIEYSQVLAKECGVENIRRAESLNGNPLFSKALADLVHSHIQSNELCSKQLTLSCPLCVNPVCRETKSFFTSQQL
Calls only; i = inactive; + = active, no number. This is a subset. The share of hits here may be higher or lower than overall.

Compound | FECH block
Cc1ccccc1-c1nc2nc(CNc3c(C)cccc3C)cc(=O)n2[nH]1 | i
CCOc1ccccc1-c1nc(C(N)=O)c2c(n1)n(-c1ccc(C)c(C)c1)c(=O)n2C | i
Cc1nnsc1CN(C)C(=O)CCN1CCCCO1 | i
CCc1c(C)nn(CCNC(=O)c2cc(C(C)C)nn2C)c1C | i
CCCCC1CCCN1C(=O)c1cc(-c2ccncc2)n[nH]1 (stereo not given) | i
O=C(NC1C=CS(=O)(=O)C1)c1cccc2ccnn12 (stereo not given) | i
CN(CCC(=O)Nc1ccccc1Cl)Cc1cc(C2CC2)n[nH]1 | i
CN(c1ncccc1CNC(=O)c1cnc2c(c1)nnn2C)C1CCCCC1 | i
Cc1cc(N2CCCC2)nc(Nc2ccc(NC(=O)c3cccc(C(F)(F)F)c3)cc2)n1 | i
Cc1noc(C)c1CNC(=O)c1cccc(NC(=O)c2ccco2)c1C | i
O=C(NCCCN1CCCC1)C1CCN(c2ccc(-c3cccs3)nn2)CC1 | i
Cc1nc(C(C)C)sc1C(=O)N1CCC2(CC1)CC(C(=O)O)N(C)C2 (stereo not given) | i
CCCCNC(=O)CCc1nc(-c2cc3ccc(C)cc3[nH]c2=O)no1 | i
CNCC(=O)NCCc1cnn(-c2ccccc2)c1 | i
CCN(Cc1ccc(C(=O)Nc2cc(C)cc(C)n2)cc1)[C@H]1COC[C@@H]1O | i
CCc1nc(C)c(C(=O)NCCCn2nnc3ccccc32)o1 | i
Cc1c(C(=O)NCCC2CN(C)CCO2)n(C)c2c(C)cccc12 (stereo not given) | i
Cc1ccc(N2C(=O)CCS2(=O)=O)cc1S(=O)(=O)N1CCN(c2ccccc2)CC1 | i
CN(Cc1n[nH]c(=O)n1Cc1ccc(Cl)cc1Cl)S(C)(=O)=O | i
Cc1ccc(-c2ncc3c(=O)n(CCOc4ccc(F)cc4)c(=O)n(C)c3n2)cc1 | i
CC(=O)N(C)c1ccc(NC(=O)CN2CCCC(C(=O)c3ccccn3)C2)cc1 (stereo not given) | i
CCN(C(=O)C1CCCN(c2ncnc3c2nc2n3CCCCC2)C1)c1ccccc1C (stereo not given) | i
O=C(CCc1c[nH]c2ccccc12)NCc1ccccc1-n1cncn1 | i
Cc1cccc(CC(=O)NC2CC(=O)N(c3ccc(C)c(C)c3)C2)c1 (stereo not given) | i
c1nc2c(c(NCCc3cn[nH]c3)n1)CCNC2 | i
CCS(=O)(=O)N1CCN(c2cc(-c3ccc(OC)cc3)ncn2)CC1 | i
Cn1cc(CN(C(=O)c2cnc(-c3ccccc3)nc2)C2CC2)cn1 | i
COC(C)(C)CC(C)NC1CCN(C(=O)c2ccco2)CC1 (stereo not given) | i
OC1CCCN(c2ccnc(NCCc3c[nH]c4ccccc34)n2)C1 (stereo not given) | i
Clc1ccc(Nc2nc(N3CCCCC3)nc3c2cnn3-c2ccccc2)cc1 | i
C=CCn1cc(CN2CCn3nc(-c4nc5ccccc5n4C)cc3C2)c(C)n1 | i
CCC(=O)Nc1cccc(C(=O)NCc2nnc(C)o2)c1 | i
COc1cccc(S(=O)(=O)NCc2nc3cccnc3n2C2CC2)c1 | i
Cc1ccc(-n2c(CN3CCN(S(=O)(=O)c4ccc(C(C)(C)C)cc4)CC3)nc3cccnc32)cc1 | i
COc1ccccc1C(=O)Nc1ccccc1Sc1cc(C)nc2nc(-c3ccccc3)nn12 | i
Cc1ccsc1-c1cn(CC2(Cn3ccnc3C)CC2)nn1 | i
COc1ccccc1-n1cc(-c2ccnc(N(C)Cc3cnccn3)n2)cn1 | i
Cc1ccsc1-c1cc(C(=O)O)cc(S(=O)(=O)N2CCOCC2)c1 | i
CCn1cc(CN2CCC(CNC(=O)c3cccc(O)c3)C2)c(C)n1 (stereo not given) | i
CC(C)C(CNC(=O)c1ccc2nnnn2c1)N(C)C (stereo not given) | i
COc1ccc(NS(=O)(=O)c2cc(-c3ccc(=O)[nH]n3)ccc2Cl)c(OC)c1 | i
COc1ccccc1NC(=O)CSCc1nc(-c2ccccc2)no1 | i
CC(C)C(Cn1ccnc1)NC(=O)C1(c2ccccc2F)CC1 (stereo not given) | i
CCCNc1nc(C(=O)OCC)nc2c1oc1ccccc12 | i
CCn1c(C2CCCN(Cc3c(Cl)cncc3Cl)C2)nn(C)c1=O (stereo not given) | i
Cc1cccc(NCc2cc(=O)n3[nH]c(-c4ccccc4C)nc3n2)c1 | +
Cc1cc(C)c(S(=O)(=O)NCc2nc3cccnc3n2C2CCCCC2)cc1C | i
Cc1oc(-c2ccc(Cl)cc2)nc1CSc1nc(-c2cccnc2)cc(=O)[nH]1 | i
Cc1ccsc1CN(CC1CCC(N)CC1)C1CC1 (stereo not given) | i
CCC(c1cccnc1)N(C)C(=O)c1ccnc(C(C)C)n1 (stereo not given) | i

(continued)
Compound | FECH block
CCC(NC(=O)c1coc(COc2ccc(F)cc2)n1)c1ncnn1C (stereo not given) | i
Cc1n[nH]c(=O)n1-c1ccc2ccccc2c1 | i
CCC(C(=O)Nc1ccc(Nc2nc(C)cc(Nc3ccc(C)cc3)n2)cc1)c1ccccc1 (stereo not given) | i
CCCCN(c1nc2nc(C)c(Cl)c(C)n2n1)S(=O)(=O)c1ccc(C)cc1 | i
CCNc1ccnc(-c2ccnc3c2ccn3C)n1 | i
CCC(=O)Nc1cccc(C(=O)NCC[C@@H]2C[C@@H]3C=C[C@H]2C3)c1 | i
O=S(=O)(NCc1nc2cccnc2n1Cc1ccccc1)c1ccc(Cl)cc1 | i
COc1ccc2[nH]c(=O)c(CN3CCC(NS(C)(=O)=O)CC3)cc2c1 | i
COC(=O)c1cc2n(n1)CCN(C(=O)c1cc(C)n3nc(C)cc3n1)C2 | i
Cc1ccc(CNC(=O)c2nc[nH]c2C(=O)NCc2ccccc2)o1 | i
Nc1nc(-c2ccc(-c3ccccc3CO)cc2)cs1 | i
O=C1CC(Cn2c(=O)oc3ccccc32)c2cnn(Cc3cccnc3)c2N1 (stereo not given) | i
Cc1nc2sccn2c1C(=O)N1[C@H]2CCNC[C@@H]1CC2 | i
CCN(C(C)=O)C1CCN(c2nc(C)nc3sccc23)C1 (stereo not given) | i
CCc1ccc(NC(=O)Nc2ccc(Sc3cc(CC)nc4nc(C)nn34)cc2)cc1 | i
COc1c[nH]c(C(=O)NC2CC(=O)N(CCc3ccc(F)cc3)C2)cc1=O (stereo not given) | i
Cc1ccccc1CN(CCN(C)C)C(=O)c1ccc2nccn2c1 | i
CCNC(=O)[C@@H]1C[C@@H](N)CN1C(=O)Cc1ccc(OC)cc1OC | i
Cc1cc(=O)[nH]c(SC(C)C(=O)N2CC3CC4CC2C[C@@H](C4)C3)n1 (stereo not given in full) | i
CCCCN(C)S(=O)(=O)c1ccc2c(c1)CCN2C(=O)CCC(=O)N1CCOCC1 | i
CNC(=O)C1CCC(Cn2c(=O)c3sccc3n(CC(=O)NCc3ccc(C)cc3)c2=O)CC1 (stereo not given) | i
CCC(C)(C)c1ccc2c(C(=O)N3C[C@@H](N)C[C@H]3C(=O)NC)csc2c1 | i
O=C(NCCn1nnc2ccccc21)c1cnn(Cc2ccccc2)c1 | i
CC(=O)Nc1ccc(NC(=O)c2ccc(=O)n(Cc3ccc(Cl)cc3)c2)cc1 | i
COCCn1c(CNC(=O)c2cccnc2)nc2cccnc21 | i
C=C(C)C(C)(C)C(=O)NCC1CCN(Cc2cnc(C)nc2)CC1 | i
c1ccc(CN(Cc2cccn2-c2ncccn2)CC2CCCO2)nc1 (stereo not given) | i
Cn1ncc2c(NCC(O)c3cccnc3)nc(C(C)(C)C)nc21 (stereo not given) | i
COC(=O)C1C=CCN1C(=O)c1cc(COc2ccccc2)[nH]n1 (stereo not given) | i
Cn1c(=O)c(C(=O)Nc2ccccc2Cl)nc2ccccc21 | i
COC(=O)c1cc(S(=O)(=O)N2CCCC2C(=O)Nc2ccc(OC)cc2)cn1C (stereo not given) | i
Cc1ccc(CNC(=O)c2nc(N3CCCC3)c3oc4ccccc4c3n2)cc1 | i
Cc1ccc(Cl)cc1N(C)C(=O)Cn1c(=O)c2cnc(-c3ccccc3)nc2n(C)c1=O | i
CC(=O)c1c(C)nn(CC(=O)NCc2nc3c(C)cccc3[nH]2)c1C | i
CN(Cc1cc(C(C)(C)C)n[nH]1)Cc1coc2ccccc2c1=O | i
CCC(Oc1ccccc1)C(=O)Nc1cc(C)ccc1OCc1cc(=O)n2oc(C)cc2n1 (stereo not given) | i
COc1ccc(N2C(=O)N(Cc3cc(=O)n4ccccc4n3)c3ccccc3S2(=O)=O)cc1OC | i
O=C(NCC1(Cn2ccnc2)CC1)C1CCOC1 (stereo not given) | i
CCCNC(=O)c1[nH]cnc1C(=O)NCCc1c[nH]c2ccccc12 | i
NS(=O)(=O)c1ccc(NS(=O)(=O)c2ccc3c(c2)NC(=O)CC(=O)N3)cc1 | i
CCCc1cc(Sc2ccc(NC(=O)C(C)C)cc2)n2ncnc2n1 | i
CC(C)N(CCCc1ccccc1)C(=O)c1ccc[nH]1 | i
O=C(O)c1[nH]ncc1CN1CC[C@@]2(O)CCCC[C@H]2C1 | i
CCOC(=O)N1CCC(N2Cc3ncccc3C2=O)CC1 | i
CCc1nn(-c2ccccc2)c(NC(=O)C2=CC(=O)CC(C)(C)O2)c1C | i
COc1cccc(Cn2c(CNS(=O)(=O)c3ccc(C)cc3C)nc3cccnc32)c1 | i
CCC1CN(C(=O)c2ccc(O)cc2)CCC(=O)N1Cc1ccccc1 (stereo not given) | i
Cc1cc(-c2nccn2CC2CCS(=O)(=O)C2)oc1C (stereo not given) | i
O=S(=O)(Nc1nc2n(n1)C(c1ccccc1)C=C(c1ccccc1)N2)c1ccc(Cl)cc1 (stereo not given) | i
Cc1ccccc1S(=O)(=O)NCCn1c(-c2ccccc2)nc2cccnc21 | i

(listing goes on)
Compound | FECH block
COc1cccc(C(=O)N(Cc2nc3nc(C)c(Cl)c(C)n3n2)c2ccccc2)c1 | i
O=C(NCc1cccc(Cl)c1)c1nc(N2CCOCC2)c2oc3ccccc3c2n1 | i
COc1ccccc1C1CCCN1C(=O)c1cc2n(n1)CCNC2 (stereo not given) | i
CN1C(=O)c2cc(C(=O)NCCN3CCOCC3)nn2CC1(C)C(=O)NCc1ccc(F)cc1 (stereo not given) | i
CCn1c(-c2ccc3c(c2)CCO3)nc2cc(C(=O)OC)cnc21 | i
CC1CN(C)CCCN1C(=O)c1cc(-c2cnn(C(C)C)c2)nc2ccc(F)cc12 (stereo not given) | i
Cc1ccc2[nH]c(CN(C)Cc3nc(-c4cccnc4)no3)nc2c1C | +
Cc1cc(Cl)ccc1S(=O)(=O)N1CCN(Cc2nc3cccnc3n2-c2ccc(F)cc2)CC1 | i
CN(CCO)c1ccc(-c2nccn2-c2ccc3cn[nH]c3c2)cc1 | i
C=Cc1ccc(Cn2c(=O)c3cnc(-c4ccc(OC)cc4)nc3n(C)c2=O)cc1 | i

Some of the entries so far, with each value named.
molecule: CN1C(=O)c2cc(C(=O)NCCN3CCOCC3)nn2CC1(C)C(=O)NCc1ccc(F)cc1 (stereo not given)
  FECH block: i

molecule: CCn1c(-c2ccc3c(c2)CCO3)nc2cc(C(=O)OC)cnc21
  FECH block: i

molecule: CC1CN(C)CCCN1C(=O)c1cc(-c2cnn(C(C)C)c2)nc2ccc(F)cc12 (stereo not given)
  FECH block: i

molecule: Cc1ccc2[nH]c(CN(C)Cc3nc(-c4cccnc4)no3)nc2c1C
  FECH block: +

(more compounds)
Compound | FECH block
CCC(=O)Nc1ccc(Nc2nc(C)cc(Nc3ccc(OC)cc3)n2)cc1 | i
O=C1CCS(=O)(=O)N1c1ccc(S(=O)(=O)NCc2ccccn2)cc1 | i
CC(=O)c1ccc(NC(=O)Cn2c(C(=O)OC(C)C)cc3ccsc32)cc1 | +
COc1ccc(-c2ncc3c(=O)n(Cc4ccccc4C)c(=O)n(C)c3n2)cc1 | i
COc1ccc(CN2CC[C@H](CO)[C@H](O)C2)cc1Cn1cccn1 | i
Cn1c(=O)n(Cc2ccncc2)c(=O)c2cnc(-c3ccncc3)nc21 | i
COc1ccccc1NC(=O)Nc1nc(CC(=O)Nc2cc(C)cc(C)c2)cs1 | i
CCOC(=O)c1ccc(NC(=O)c2nc3ccccc3n(C)c2=O)cc1 | i
CC(C)CC(=O)N1CCC(N2CCCC(C(=O)NCc3cccnc3)C2)CC1 (stereo not given) | i
Clc1ccc(Nc2nc(N3CCCC3)nc3c2cnn3-c2ccccc2)cc1 | i
O=C(C1CCCN(c2ncnc3c2nc2n3CCCCC2)C1)N1CCN(c2ccc(Cl)cc2)CC1 (stereo not given) | i
CCc1[nH]c2c(CNS(=O)(=O)c3cccnc3)cc(C)cc2c1C | i
CCOc1ccccc1NC(=O)CC(=O)N(C)Cc1ccnc2ccccc12 | i
CCC(=O)Nc1cc(Cl)ccc1C(=O)N1CCN2CCN(C)CC2C1 (stereo not given) | i
Cc1cccc(CN2CCN(Cc3ccc(Cl)c(F)c3)CC2=O)c1 | i
Cc1ccc(NC(=O)CNC(=O)C(c2cccc(F)c2)N(C)C)c(F)c1 (stereo not given) | i
CCOC(=O)c1cc2n(n1)CC(C)(C(=O)NCCC(C)C)N(c1ccc(F)cc1F)C2=O (stereo not given) | i
CCc1nnsc1C(=O)N1CCc2[nH]nc(-c3cccc(OC)c3)c2C1 | i

Retrieved by compound from the list above:
Compound | FECH block
O=C(C1CCCN(c2ncnc3c2nc2n3CCCCC2)C1)N1CCN(c2ccc(Cl)cc2)CC1 (stereo not given) | i
CCOc1ccccc1NC(=O)CC(=O)N(C)Cc1ccnc2ccccc12 | i
